EBV gp42 block: inhibitors of Epstein-Barr virus glycoprotein 42. Fluorescence polarization binding assay, mP read-out. inhibition, % (tested at 21.74 µM). actives 0.42% (n = 220,000). AID 1085; in the data active = inhibition above about 50%
m-calpain inh: calpain II (pig) inhibition | purified calpain II, fluorogenic peptide substrate, 30 min | inhibition, % at 16 µM | actives 0.37% (n = 220,000);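 active = inhibition above about 50%, limit read from the data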
MDM2 E3 inh: Mdm2 E3 ligase (human) inhibition | actives 0.11% (n = 210,000) | cell-based MDM2 ubiquitination luciferase reporter, 2 h; 0 = plate control, 100 = twice control, blank-subtracted | Q00987 | signal enhancement, % at 5 µM;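 active = signal enhancement of 30% or more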;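 note: luminescence tracks abundance of the self-degrading MDM2-luciferase fusion protein; higher signal means inhibition of MDM2 E3 ligase activity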
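system = mammalian cells stably expressing self-ubiquitinating, self-degrading MDM2 E3–luciferase fusion | quantity = 2000 cells per well seeded | incubation = 4 h cell settling then 2 h compound exposure, 37 °C | signal = SteadyLite luminescence, 15 min reagent step | benchmarks = plate control and blank wells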
eIF4E-4G inh: blocks eIF4E binding to eIF4G; P63073+Q04637; AID 782; inhibition, % at 21.7 µM; actives 0.37% (n = 220,000); TR-FRET eIF4E-eIF4GI(517-606) binding, 2 h;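 active = inhibition above about 30%, limit read from the data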;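 note: 0% = full FRET control wells and 100% = background wells lacking eIF4GI fragment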
Rad51 HR inh: Rad51 (human) homologous recombination inhibition; inhibition, % at 10 µM; hRad51 DNA strand exchange, fluorescence dequenching; actives 0.085% (n = 200,000);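 active = inhibition above 40% at the single screening dose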;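 note: 0% = DMSO control wells and 100% = blanks with heterologous ssDNA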
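material = hRad51 filaments on single-stranded DNA | timing = filaments 15 min 37 °C, then compound 30 min | signal = FRET fluorescence dequenching, excitation 485 nm, emission 520 nm | benchmarks = control wells and blank wells on each plate | evaluation = percent inhibition relative to plate controls and blanks | compound = 10 µM final, single point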
L929 necroptosis: L929 zVAD cell death inhibition; AID 1377; L929 zVAD necroptosis rescue, ATP luminescence, 24 h; with zVAD 60 µM; actives 0.38% (n = 220,000); viability rescue, % at 10 µM;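 active = activation, scaled between plate controls, above about 75%, limit read from the data; inactive = activation under that limit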;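 note: 0% = zVAD with DMSO and 100% = DMSO alone without zVAD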
PERK inhibitor: human PERK inhibition, primary cell-based screen | CHO PERK-DD fusion, SEAP luminescence translation reporter | inhibition, % at 5.6 µM | actives 0.17% (n = 220,000);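 active = inhibition above the mean inhibition of all tested compounds plus 3 SD, set separately per screening campaign, cut at about 2.9% in these data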;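 note: PERK kinase domain activated by AP20187 dimerizer at 100 nM; 0% = DMSO with dimerizer and 100% = rapamycin at 8.4 µM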
Target sequence (Q9NZJ5 whole entry, looked up, the tested form may be a part): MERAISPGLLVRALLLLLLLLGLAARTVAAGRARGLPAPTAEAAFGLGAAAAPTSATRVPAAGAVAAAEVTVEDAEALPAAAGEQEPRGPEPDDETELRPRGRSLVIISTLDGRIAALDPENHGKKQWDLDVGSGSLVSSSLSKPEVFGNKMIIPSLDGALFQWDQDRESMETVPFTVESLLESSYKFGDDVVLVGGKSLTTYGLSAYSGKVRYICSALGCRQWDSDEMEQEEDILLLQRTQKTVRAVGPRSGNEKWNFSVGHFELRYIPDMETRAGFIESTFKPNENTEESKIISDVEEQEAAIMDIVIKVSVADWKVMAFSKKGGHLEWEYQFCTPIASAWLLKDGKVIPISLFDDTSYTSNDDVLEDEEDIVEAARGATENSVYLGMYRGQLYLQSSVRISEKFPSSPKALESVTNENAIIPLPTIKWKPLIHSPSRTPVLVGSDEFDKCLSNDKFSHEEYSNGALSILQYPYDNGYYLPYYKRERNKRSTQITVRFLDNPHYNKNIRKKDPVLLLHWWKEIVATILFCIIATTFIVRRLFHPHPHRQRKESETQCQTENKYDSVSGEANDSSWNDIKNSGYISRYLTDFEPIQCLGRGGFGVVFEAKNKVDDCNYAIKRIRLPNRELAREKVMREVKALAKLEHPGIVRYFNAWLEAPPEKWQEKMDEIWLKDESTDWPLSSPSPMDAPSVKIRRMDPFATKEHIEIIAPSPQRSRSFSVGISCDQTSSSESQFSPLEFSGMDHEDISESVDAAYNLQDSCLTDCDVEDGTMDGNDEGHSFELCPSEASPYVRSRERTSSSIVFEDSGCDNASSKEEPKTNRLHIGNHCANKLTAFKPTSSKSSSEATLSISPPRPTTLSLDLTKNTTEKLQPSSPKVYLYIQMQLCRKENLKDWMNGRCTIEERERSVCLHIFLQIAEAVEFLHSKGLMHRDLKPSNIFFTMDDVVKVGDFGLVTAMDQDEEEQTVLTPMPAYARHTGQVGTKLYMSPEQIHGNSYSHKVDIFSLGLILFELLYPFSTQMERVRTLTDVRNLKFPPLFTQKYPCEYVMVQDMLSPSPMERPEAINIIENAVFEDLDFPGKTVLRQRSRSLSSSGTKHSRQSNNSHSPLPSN
Cl transport mod: modulates chloride dependent transport by human KCC2; KCC2 cells, thallium flux FluoZin-2 fluorescence; B-score of Tl+ flux slope (higher = more flux/activation; lower = inhibition) at 10 µM; actives 2.2% (n = 190,000); AID 1456;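 active = thallium flux slope and its plate-corrected score both differing from the plate sample mean at a set confidence after two filtering rounds, in either direction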;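 note: slope of fluorescence scaled to starting intensity during 10 to 20 s after thallium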
TNF necrop inh: TNF-alpha cell death inhibition in Jurkat FADD-/- cells; AID 463075; activation (protection from cell death), % at 10 µM; Jurkat FADD-/- TNF necroptosis rescue, ATP luminescence, 24 h; 0 = TNF only, 100 = no-TNF cells; actives 0.068% (n = 220,000);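 active = activation, meaning protection from cell death, of at least 50% relative to plate controls; inactive = activation below 50%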;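 note: necroptosis triggered by 40 ng/mL TNF-alpha added together with compound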
Active calls of the source: *; [ ] = another dose, or the depositor's remark.

Results for CC1=C(C(=O)c2ccccc2)C(c2ccc(N3CCOCC3)cc2)NC(=O)N1 (configuration not stated) ?
EBV gp42 block: -22.8; m-calpain inh: -17.9; MDM2 E3 inh: -7.2; eIF4E-4G inh: -2.8; Rad51 HR inh: -9.2; L929 necroptosis: 2.8; PERK inhibitor: 0.6; Cl transport mod: -0.817; TNF necrop inh: -1.8

How did O=C(CN1C(=O)/C(=C\C=C\c2ccccc2)SC1=S)Nc1ccc(F)cc1 do in these assays?
EBV gp42 block: -10.6; m-calpain inh: 24.0; MDM2 E3 inh: -7.1; eIF4E-4G inh: -0.2[fluorescence artefact?]; Rad51 HR inh: -15.8; L929 necroptosis: -0.1; PERK inhibitor: -0.7; Cl transport mod: -0.814; TNF necrop inh: 2.7

What do the screens show for `O=c1nc2ccccc2c(NS(=O)(=O)c2ccccc2)n1-c1ccccc1`?
EBV gp42 block: -18.9; m-calpain inh: -12.7; MDM2 E3 inh: -8.8; eIF4E-4G inh: -0.3; Rad51 HR inh: 5.1; L929 necroptosis: -0.1; PERK inhibitor: 1.2; TNF necrop inh: -2.9

How did Cc1cccc(Oc2ncnc3onc(C)c23)c1C do in these assays?
EBV gp42 block: 3.3; m-calpain inh: 28.5; MDM2 E3 inh: -12.1; eIF4E-4G inh: -3.3; Rad51 HR inh: 2.6; L929 necroptosis: -0.1; PERK inhibitor: 0.6; Cl transport mod: 0.411; TNF necrop inh: -4.2

What do the screens show for `C=CCn1cc(C(=O)NCc2ccc(Cl)cc2)c(=O)c2cc(S(=O)(=O)N(CC)CC)ccc21`?
EBV gp42 block: 9.6; m-calpain inh: 38.2; MDM2 E3 inh: 0.0; eIF4E-4G inh: -6.6[fluorescence artefact?]; PERK inhibitor: -1.0; Cl transport mod: 1.48; TNF necrop inh: 6.1

What do the screens show for `Cc1ccc(N2CCN(c3ccc(C)cc3)C(CC(=O)O)C2=O)cc1` (configuration not stated)?
EBV gp42 block: -11.9; m-calpain inh: -42.6; MDM2 E3 inh: 1.7; eIF4E-4G inh: -11.1; Rad51 HR inh: -3.9; L929 necroptosis: 0.5; PERK inhibitor: 0.3; TNF necrop inh: -0.9

How did CCCn1c(CC)nc([N+](=O)[O-])c1Sc1ccc(C)cc1 do in these assays?
EBV gp42 block: -19.7; m-calpain inh: 20.0; MDM2 E3 inh: -10.2; eIF4E-4G inh: 4.8; Rad51 HR inh: 4.4; L929 necroptosis: 0.4; PERK inhibitor: 1.0; Cl transport mod: -1.28; TNF necrop inh: -5.0

What do the screens show for `CCOc1ccc(NC(=O)CN(C)CC(=O)Nc2ccccc2C#N)cc1OCC`?
EBV gp42 block: -0.9; m-calpain inh: -17.8; MDM2 E3 inh: 2.0; eIF4E-4G inh: -1.6; Rad51 HR inh: -1.9; L929 necroptosis: 0.0; PERK inhibitor: -0.9; TNF necrop inh: -3.9

What do the screens show for `CC(=O)NCc1ccc(C(=O)CSc2nnc(-c3ccncc3)n2Cc2ccccc2)o1`?
EBV gp42 block: -10.0; m-calpain inh: 0.5; MDM2 E3 inh: -13.1; eIF4E-4G inh: 0.1; Rad51 HR inh: 0.7; L929 necroptosis: 0.4; PERK inhibitor: -0.3; Cl transport mod: -0.899; TNF necrop inh: -0.4

Results for COCCNC(=S)N(Cc1cc2cc(C)ccc2n2nnnc12)C1CCCC1 ?
EBV gp42 block: -9.9; m-calpain inh: 15.7; MDM2 E3 inh: -8.0; eIF4E-4G inh: -14.6; Rad51 HR inh: -4.0; L929 necroptosis: 1.4; PERK inhibitor: 1.4; Cl transport mod: -0.323; TNF necrop inh: -0.7

What do the screens show for `CCCC(=O)Nc1c(-c2ccccc2OC)c(=O)c2ccccc2n1C`?
EBV gp42 block: -4.7; m-calpain inh: -16.1; MDM2 E3 inh: -3.5; eIF4E-4G inh: 8.2; Rad51 HR inh: 9.1; L929 necroptosis: -0.3; PERK inhibitor: 0.5; Cl transport mod: 0.373; TNF necrop inh: 1.5

Results for Cc1ccc(CNC(=O)c2cnccn2)cc1 ?
EBV gp42 block: -11.6; m-calpain inh: -15.5; MDM2 E3 inh: 8.1; eIF4E-4G inh: 4.5[fluorescence artefact?]; Rad51 HR inh: 13.2; L929 necroptosis: 0.9; PERK inhibitor: 1.4; Cl transport mod: 0.272; TNF necrop inh: 0.2

How did C/C(=C/CCC(C)[C@H]1CC[C@@]2(C)C3=C(CC[C@]12C)[C@@]1(C)CCC(=O)C(C)(C)[C@@H]1CC3)C(=O)O (some centres not stated) do in these assays?
EBV gp42 block: 0.2; m-calpain inh: 16.7; eIF4E-4G inh: 4.5; Rad51 HR inh: -7.0; L929 necroptosis: 7.3; PERK inhibitor: 1.1; Cl transport mod: 0.755; TNF necrop inh: 1.3

Results for O=C(Cn1nc2sc3ccccc3n2c(=O)c1=O)c1cccs1 ?
EBV gp42 block: -7.5; m-calpain inh: -13.7; MDM2 E3 inh: -13.1; eIF4E-4G inh: -2.5; Rad51 HR inh: 3.4; L929 necroptosis: 0.0; PERK inhibitor: 1.5; Cl transport mod: -0.0967; TNF necrop inh: 0.1

What do the screens show for `COc1ccc(N2Cc3ccccc3C2=NC(=O)c2cncc(Br)c2)cc1`?
EBV gp42 block: -9.7; m-calpain inh: -15.9; MDM2 E3 inh: -4.2; eIF4E-4G inh: -0.4; Rad51 HR inh: 0.3; L929 necroptosis: -0.1; PERK inhibitor: -0.2; Cl transport mod: 0.0907; TNF necrop inh: -1.8

What do the screens show for `O=C(CN(CCc1ccccc1)C(=O)CNS(=O)(=O)c1ccc(F)cc1)NCC1CCCO1` (configuration not stated)?
EBV gp42 block: 0.4; m-calpain inh: -1.2; MDM2 E3 inh: -1.3; eIF4E-4G inh: -1.6; Rad51 HR inh: -5.3; L929 necroptosis: -0.1; PERK inhibitor: -0.6; Cl transport mod: -1.03; TNF necrop inh: 0.9

What do the screens show for `C=CCN1C(=O)C(CC(=O)Nc2ccc(OCC)cc2)N(Cc2ccccn2)C1=S` (configuration not stated)?
EBV gp42 block: 13.6; m-calpain inh: -28.9; MDM2 E3 inh: 4.6; eIF4E-4G inh: -2.3; Rad51 HR inh: 2.8; L929 necroptosis: 4.0; PERK inhibitor: 1.0; Cl transport mod: -0.663; TNF necrop inh: 1.9

Results for O=C(O)c1ccccc1C1=Nc2ccc(O)cc2Oc2cc(O)ccc21 ?
EBV gp42 block: 84.4*; m-calpain inh: -22.6; MDM2 E3 inh: -19.0; eIF4E-4G inh: 4.5; Rad51 HR inh: inactive; L929 necroptosis: 1.6; PERK inhibitor: 1.8; Cl transport mod: 0.00907; TNF necrop inh: -0.4

Results for CC(C)c1ccc(/C=C/C(=O)NCCCc2ccccc2)cc1 ?
EBV gp42 block: -9.9; m-calpain inh: 21.8; MDM2 E3 inh: -3.5; eIF4E-4G inh: 19.9; Rad51 HR inh: 8.0; L929 necroptosis: 3.2; PERK inhibitor: 0.7; Cl transport mod: -1.39; TNF necrop inh: 3.1

Results for CCOc1ccc(N(CC(=O)NC(C)CC)S(=O)(=O)c2c(C)noc2C)cc1 (configuration not stated) ?
EBV gp42 block: -24.8; m-calpain inh: 0.4; MDM2 E3 inh: -17.1; eIF4E-4G inh: -5.5[fluorescence artefact?]; Rad51 HR inh: -0.6; L929 necroptosis: -0.4; PERK inhibitor: -0.9; TNF necrop inh: 0.9

Not a retest: entries from further up.
Results for CC1=C(C(=O)c2ccccc2)C(c2ccc(N3CCOCC3)cc2)NC(=O)N1 (configuration not stated) ?
EBV gp42 block: -22.8; m-calpain inh: -17.9; MDM2 E3 inh: -7.2; eIF4E-4G inh: -2.8; Rad51 HR inh: -9.2; L929 necroptosis: 2.8; PERK inhibitor: 0.6; Cl transport mod: -0.817; TNF necrop inh: -1.8

How did O=C(CN1C(=O)/C(=C\C=C\c2ccccc2)SC1=S)Nc1ccc(F)cc1 do in these assays?
EBV gp42 block: -10.6; m-calpain inh: 24.0; MDM2 E3 inh: -7.1; eIF4E-4G inh: -0.2[fluorescence artefact?]; Rad51 HR inh: -15.8; L929 necroptosis: -0.1; PERK inhibitor: -0.7; Cl transport mod: -0.814; TNF necrop inh: 2.7

Going on with the list:
Results for O=C1CC(c2cccc(Cl)c2)c2cc3c(cc2N1)CCC3 (configuration not stated) ?
EBV gp42 block: 3.0; m-calpain inh: -1.2; MDM2 E3 inh: -15.1; eIF4E-4G inh: 3.3; Rad51 HR inh: -0.7; L929 necroptosis: 1.3; PERK inhibitor: -0.3; Cl transport mod: 0.0455; TNF necrop inh: -15.6

How did CCN(CCS(=O)(=O)c1ccc(Cl)cc1)C(=O)Nc1ccc(Cl)cc1 do in these assays?
EBV gp42 block: -13.0; m-calpain inh: 10.8; MDM2 E3 inh: -13.4; eIF4E-4G inh: 4.7; Rad51 HR inh: -26.2; L929 necroptosis: 0.9; PERK inhibitor: 2.2; Cl transport mod: -0.411; TNF necrop inh: 0.8

How did Cn1cccc1/C=C1\CCc2ccccc2C1=O do in these assays?
EBV gp42 block: -5.6; m-calpain inh: 9.4; MDM2 E3 inh: -7.5; eIF4E-4G inh: -1.1; Rad51 HR inh: -44.8; L929 necroptosis: 14.2; PERK inhibitor: 0.4; Cl transport mod: -0.979; TNF necrop inh: -3.9

What do the screens show for `N#C/C(=C/c1ccc2c(c1)OCO2)C(=O)NCCc1c[nH]c2ccccc12`?
EBV gp42 block: 6.0; m-calpain inh: 27.9; MDM2 E3 inh: -23.5; Rad51 HR inh: -6.2; L929 necroptosis: 0.3; PERK inhibitor: -0.8; Cl transport mod: -0.962; TNF necrop inh: -10.9

What do the screens show for `CC1CCN(S(=O)(=O)c2ccc(C(=O)OCc3ccc4c(c3)OCO4)cc2)CC1`?
EBV gp42 block: -13.5; m-calpain inh: 1.6; MDM2 E3 inh: 3.0; eIF4E-4G inh: -3.0; Rad51 HR inh: -2.7; L929 necroptosis: 0.1; PERK inhibitor: -0.1; TNF necrop inh: 1.4

What do the screens show for `COc1cc(NS(=O)(=O)c2ccc(NC(=O)COc3ccc(C)cc3)cc2)nc(OC)n1`?
EBV gp42 block: -11.9; m-calpain inh: -5.3; MDM2 E3 inh: -5.8; eIF4E-4G inh: -1.5[fluorescence artefact?]; Rad51 HR inh: 1.1; L929 necroptosis: 0.5; PERK inhibitor: 1.0; TNF necrop inh: 0.8

Results for Nc1ccc(C(=O)c2ccc3c(c2)OCCO3)cc1N ?
Rad51 HR inh: -0.8; L929 necroptosis: -0.1; PERK inhibitor: -1.1; Cl transport mod: 1.45; TNF necrop inh: 6.2

How did COc1ccc(NC(=S)N2N=CCC2c2ccccc2)cc1 (configuration not stated) do in these assays?
EBV gp42 block: -14.5; m-calpain inh: -15.7; MDM2 E3 inh: -22.3; eIF4E-4G inh: -1.1; Rad51 HR inh: -9.6; L929 necroptosis: 0.1; PERK inhibitor: -0.1; Cl transport mod: 0.265; TNF necrop inh: 87.5*

How did CCOc1ccc(N(CC(=O)Nc2ccccc2C)S(=O)(=O)c2c(C)[nH]c(=O)[nH]c2=O)cc1 do in these assays?
EBV gp42 block: -9.2; m-calpain inh: 23.5; MDM2 E3 inh: -13.1; eIF4E-4G inh: -3.7; Rad51 HR inh: 16.0; L929 necroptosis: -0.6; PERK inhibitor: -0.7; Cl transport mod: 0.0123; TNF necrop inh: -0.5

Screens as filed in PubChem.

An unsorted share of the library. Share with any hit: about 3.6%.
